Source: PubChem BioAssay (several laboratories)
TRPN1 ag: zebrafish TRPN1 (NompC) channel agonism. HEK293 zebrafish TRPN1-YFP, Fluo-8 calcium fluorescence; 100% = response to 87 µM carbachol. activation, % at 3 µM. 0.18% of 220,000 active;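 active = activation above its plate's cutoff, the mean activation of test wells on that plate plus 3 SD, cut at about 19% in these data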;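 note: 0% = DMSO alone and 100% = 87 µM carbachol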
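Control set: carbachol 87 µM as high control, DMSO as low control; system: HEK293 stable line with zebrafish TRPN1-YFP; read-out: % activation versus carbachol response; detection: intracellular calcium fluorescence with Fluo-8; doses: single test compound dose, 3 µM nominal, 0.3% DMSO; schedule: dye 1 h 37 °C plus 30 min RT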
TRPML3 ag: human mucolipin-3 channel agonism. activation, % at 3 µM. AID 1448. HEK293 TRPML3-YFP, Fluo-8 calcium fluorescence; 100% = the carbachol control signal. Q8TDD5. 0.29% of 220,000 active;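 active = activation above its plate's cutoff, the mean activation of the plate's test wells plus 3 SD, cut at about 12% in these data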;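 note: 0% = DMSO only wells and 100% = carbachol wells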
Target sequence (Q8TDD5 whole entry, looked up): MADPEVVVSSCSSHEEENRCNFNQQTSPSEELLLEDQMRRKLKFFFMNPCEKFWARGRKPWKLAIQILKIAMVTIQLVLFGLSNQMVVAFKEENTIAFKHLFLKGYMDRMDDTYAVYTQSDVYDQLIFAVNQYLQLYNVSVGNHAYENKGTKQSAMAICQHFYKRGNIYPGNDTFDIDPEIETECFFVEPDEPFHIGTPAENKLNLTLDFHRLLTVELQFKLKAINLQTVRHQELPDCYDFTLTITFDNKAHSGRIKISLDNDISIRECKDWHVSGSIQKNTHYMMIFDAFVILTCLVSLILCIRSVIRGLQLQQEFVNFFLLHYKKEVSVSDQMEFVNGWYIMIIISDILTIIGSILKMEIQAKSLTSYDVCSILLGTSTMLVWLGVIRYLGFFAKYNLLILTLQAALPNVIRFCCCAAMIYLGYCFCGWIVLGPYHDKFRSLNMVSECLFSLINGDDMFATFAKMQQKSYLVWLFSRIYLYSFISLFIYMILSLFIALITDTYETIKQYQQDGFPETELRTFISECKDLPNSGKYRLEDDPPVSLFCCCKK
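Material: TRPML3-YFP stable HEK293 cells | Dosing: One concentration, 3 µM nominal, 0.3% DMSO | Timing: 125 s total fluorescence read per well | Technique: Fluo-8 calcium dye fluorescence, ex 470-495, em 515-575 nm | Measure: Percent activation from peak-to-basal fluorescence ratio, scaled between DMSO and carbachol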
Ba/F3 V617F tox: loss of viability in JAK2V617F-driven Ba/F3 cells. Ba/F3 EpoR-JAK2V617F viability, ATP luminescence. inhibition, % at 5.6 µM. 1.1% of 220,000 active. AID 1446;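 active = inhibition above the campaign mean plus 3 SD over all tested compounds, cut at about 24% in these data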;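 note: cytokine-independent growth of Ba/F3 cells driven by EpoR plus mutant JAK2; 0% = DMSO-treated cells and 100% = JAK inhibitor I control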
Wee1 degr inh: inhibitors of human Wee1 degradation; 1.2% of 220,000 active; AID 1321; HeLa Luc-Wee1K328M stability, luciferase luminescence; 100% = proteasome inhibitor MG132 effect; reporter increase, % at 5 µM;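 active = activation above the mean of all tested compounds plus 3 SD, set per screening run, cut at about 8.8% in these data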;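 note: cells exposed to compound for 20 h before luminescence read; 0% = DMSO alone and 100% = MG132 at 30 µM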
PPC-1+TRAIL kill: compounds killing PPC-1 cancer cells with TRAIL present (potentiator screen, no TRAIL-free arm); 0.41% of 220,000 active; cell killing (% activity), % at 4 µM; AID 1443; PPC-1 cells + TRAIL, ATPLite viability luminescence;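 active = cell killing above 50% in the first pass at 4 µM, then a duplicate retest at 5 µM averaging 50% or more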;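 note: plate controls were cells with TRAIL plus DMSO for no effect and medium-only wells lacking cells for full effect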
CHOP inhibitor: CHOP inhibition in unfolded protein response; CHO-K1 CHOP-promoter luciferase, tunicamycin-induced, 15-18 h; inhibition, % at 10 µM; 3.8% of 220,000 active;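 active = compounds that reduced the stress-induced luciferase reporter signal by more than about 70% of percent inhibition, limit read from the data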;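 note: 0% = tunicamycin plus vehicle and 100% = wells without tunicamycin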
TNF death inh: inhibitors of TNF-alpha induced necroptosis in Jurkat FADD-/- cells | 0.068% of 220,000 active | Jurkat FADD-/- TNF necroptosis rescue, ATP luminescence, 24 h; 0 = TNF only, 100 = no-TNF cells | activation (protection from cell death), % at 10 µM;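 active = activation, meaning protection from cell death, of at least 50% relative to plate controls; inactive = activation below 50%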;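 note: necroptosis triggered by 40 ng/mL TNF-alpha added together with compound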
BaF3 parental: counter-screen for JAK2V617F inhibitors: parental Ba/F3 viability inhibitors | CellTiter-Glo ATP luminescence | inhibition, % at 5.6 µM | 1.1% of 220,000 active;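 active = inhibition above a per-campaign cutoff, the mean inhibition of all tested compounds plus 3 SD, cut at about 27% in these data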;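 note: 0% = DMSO wells and 100% = JAK Inhibitor I control wells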
RBBP9 inh: blocks human serine hydrolase RBBP9 | recombinant RBBP9, FP-Rh probe fluorescence polarization | O75884 | 0.2% of 220,000 active | inhibition, % at 7.94 µM;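 active = inhibition above the campaign mean of all tested compounds plus 3 SD, cut at about 14% in these data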;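 note: plate controls were DMSO wells with RBBP9 for no effect and wells lacking RBBP9 protein for full effect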
Target sequence (O75884 whole entry, looked up): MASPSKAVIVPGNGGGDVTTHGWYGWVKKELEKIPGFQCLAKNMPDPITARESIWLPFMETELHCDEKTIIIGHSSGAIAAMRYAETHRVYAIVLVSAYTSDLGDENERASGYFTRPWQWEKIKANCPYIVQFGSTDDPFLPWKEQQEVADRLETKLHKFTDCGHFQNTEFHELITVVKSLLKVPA
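Material: RBBP9 protein. Amount: RBBP9 at 2.5 µM in dispensed solution, before mixing. Schedule: 30 min then 45 min, 25 °C. Medium: Tris buffer pH 8.0, NaCl, Pluronic. Measured by: fluorescence polarization. Measure: percent inhibition from mP, scaled between DMSO and no-protein wells. Replication: one well per compound.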
* marks the source's active call; other numbers are inactive results; [ ] = dose if it differs, or a comment.

Compound	TRPN1 ag	TRPML3 ag	Ba/F3 V617F tox	Wee1 degr inh	PPC-1+TRAIL kill	CHOP inhibitor	TNF death inh	BaF3 parental	RBBP9 inh
C=CCn1c(CCNC(=O)c2cccs2)nnc1SCC(=O)c1cccc([N+](=O)[O-])c1	-1.4	-0.1	-4.2	0.8	20.7	1.4	0.6	2.0	-2.6
CCOC(=O)c1c(C)[nH]c(C(=O)COC(=O)C2(C)CC2(Cl)Cl)c1C (centres undefined)	-0.2	0.6	-1.8	-2.8	10.1	80.6*	-2.1	5.5	-9.1
CC(C)c1nc(SCC(=O)NCc2ccccc2)n[nH]1	0.1	0.4	-0.5	-1.3	1.8	18.8	0.2	-2.0	7.6
CCN1C(=O)/C(=C2/C=Cc3ccccc3N2CC)SC1=S	-3.1	-0.5	1.9	1.7	-12.9	-1.0	-2.3	3.3	-2.8
C=CCNC(=O)NC(=O)COC(=O)COc1ccc(Br)cc1F	1.4	-1.0	0.9	-1.9	-7.7	30.2	-0.2	4.0	-3.6
Cc1cc(C)c(NC(=O)/C(C#N)=C/c2ccc(OCc3ccc(F)cc3)cc2)c(C)c1	0.6	0.6	0.5	-1.5	-3.1	43.7	-0.5	8.0	-2.5
Cc1cc2c(cc1C)NC(c1ccccn1)C1=C(CC(C)(C)CC1=O)N2 (centres undefined)	0.8	0.1	-4.1	-0.3	41.9	5.1	0.4	-0.6	-0.5
CCOc1ccc(-c2nn(-c3ccccc3)cc2/C=C2\SC(N)=NC2=O)cc1C	1.1	0.0	2.2	-1.1	9.7	3.6	-3.1	2.4	-3.2
CCOC(=O)N/N=C/c1cn(Cc2ccc(Cl)cc2)c2ccccc12	-1.6	-0.1	3.1	3.3	9.3	53.2	4.9	9.5	0.8
CC(C)NC(=O)CC1Nc2c3ccccc3nc(=S)n2C1=O (centres undefined)	1.8	0.5	-1.5	0.7	3.5	11.0	-2.4	-2.6	-8.5
CCn1c(=O)c2c(cnn2C)c2ccccc21	0.8	-0.1	0.5	-0.1	17.3	48.8	-2.8	-2.1	-8.8
Cc1cc(C)cc(N2C(=O)CC(Sc3nnnn3-c3ccccc3)C2=O)c1 (centres undefined)	-0.9	-0.5	-2.6	-0.3	32.2	101.7*	-8.6	3.3	5.8
COc1ccccc1NC(=O)CCn1c(=O)sc2ccccc21	1.1	0.5	-4.7	0.8	-17.3	-6.7	0.0	1.0	4.5
CCn1c2ccccc2c2cc(NC(=O)c3ccco3)ccc21	-1.1	-0.1	-0.7	-1.9	-21.1	-15.5	-1.1	5.3	-5.2
CCOC(=O)c1cnc(-n2cc(C)cn2)nc1Nc1ccccc1OC	0.4	1.4	2.0	-2.2	12.8	41.3	-1.7	5.3	3.1
CCOc1ccc2[nH]c(=O)c(C(c3nnnn3Cc3ccco3)N3CCCC(C)C3)cc2c1 (centres undefined)	0.1	0.0	2.7	-1.9	24.5	33.6	-3.1	0.0	8.9
CC(C)=N/N=C1\NC(=O)C(C)S1 (centres undefined)	-0.3	1.2	-0.4	0.2	11.3	-4.2	-0.1	-1.1	-6.9
Cc1ccc2nc(NCc3ccco3)c(C=NCc3ccco3)c(=O)n2c1	1.1	0.6	6.0	-2.5	7.3	30.8	-3.1	1.8	-1.1
Cc1ccc(C(=O)c2cccc(N)c2)cc1C	-1.8	-0.4	-0.8	-0.3	8.1	78.5*	-3.9	6.8	-7.2
CCN(CC)S(=O)(=O)c1ccc(/C=C/C(=O)Nc2ccc(F)cc2F)cc1	9.8	3.1	-3.0	-2.7	8.3	9.7	-0.6	3.6	-2.6
Cc1[nH]c2ccccc2c1C(=O)CN1CCN(C/C=C/c2ccccc2)CC1	0.1	0.7	0.6	-3.8	15.3	10.0	-5.8	6.2	-7.9
Cc1cccc(C)c1NC(=O)CN(C)CC(=O)Nc1ccccc1Oc1ccccc1	-0.8	0.5	-2.5	1.5	6.7	4.2	1.4	3.0	-0.4
Cc1ccc(CNC(=O)C2CCCN(S(=O)(=O)c3c(C)n[nH]c3C)C2)cc1 (centres undefined)	-0.2	0.6	4.0	-2.1	14.1	21.2	0.3	6.8	-9.3
CCC(=O)N1CCc2cc(OC)c(OC)cc2C1COc1ccc(OC)cc1 (centres undefined)	-0.5	0.3	-1.4	3.6	22.2	-33.5	0.5	6.1	-5.2
CN(CCC1CCOCC1)Cc1cn[nH]c1-c1ccc(-c2ccccc2)cc1	0.2	0.7	2.4	-2.6	22.1	31.6	7.4	7.1	-5.3
COc1ccc(OCC(=O)N2N=C(C)CC2(O)C(F)(F)F)cc1 (centres undefined)	0.8	0.3	1.3	0.3	16.3	8.1	1.2	5.8	-4.8
CCOC(=O)N1CCN(S(=O)(=O)c2cc(Cl)ccc2Cl)CC1	-1.2	-0.1	-1.4	-2.9	1.4	-20.2	0.9	-0.4	-2.6
COc1ccccc1NC(=O)C1=C(C)NC2=C(C(=O)CC(c3ccc(OC)c(OC)c3)C2)C1c1coc2ccccc2c1=O (centres undefined)	0.4	0.3	-3.1	-1.9	10.4	61.8	-6.2	7.2	-15.0
Cc1ccc(-c2nc3sc4c(c3c(=O)n2N)CC(C)(C)OC4)cc1	1.7	0.5	-3.1	-1.1	10.2	20.5	1.5	6.0	2.7
CCc1cccc(CN2CCC(CNC(=O)Nc3ccc(Cl)cc3)CC2)c1	3.2	1.9	1.3	-0.9	7.7	46.6	3.4	6.6	-8.4
Cc1ccc(NC(=O)/C=C/c2cccs2)c([N+](=O)[O-])c1	-1.4	-0.4	1.4	0.4	9.7	-3.5	-14.2	6.5	-0.5
CCOC(=O)CNC(=S)N(Cc1ccccc1)Cc1cccs1	-2.4	-0.5	0.2	3.8	19.7	-2.2	-0.1	0.6	3.7
O=C(Nc1ccccc1)OCc1cn(-c2ccc(Cl)cc2)nn1	-0.9	0.2	-0.1	1.6	0.9	-8.3	-2.5	0.3	-3.2
CC(CCc1ccccc1)NC(=O)COC(=O)c1ccccc1O (centres undefined)	-0.8	1.2	2.2	1.8	9.2	12.6	1.0	6.9	-5.7
Cc1cccc(NC(=S)N2CCn3cccc3C2c2cccnc2)c1 (centres undefined)	1.2	-0.2	-1.4	4.6	-22.0	12.8	-1.6	6.6	-5.9
O=C(CN1CCN(c2ccc(O)cc2)CC1)Nc1cc(S(=O)(=O)N2CCCCC2)ccc1Cl	2.8	1.1	-2.9	1.7	13.3	36.5	0.9	11.2	-4.8
CCOC(=O)c1nnc(-c2ccccc2)nc1Oc1ccccc1Cl	1.4	0.4	-0.3	-0.5	-10.0	-16.4	-16.4	8.3	-3.3
CCn1c(NC(=O)c2nn(C)cc2Br)nc2ccccc21	0.3	0.3	0.9	-1.4	20.2	-22.3	1.1	2.8	-4.2
CC(=O)N(Cc1ccc(Br)cc1)c1cccc(C)c1C	-3.7	-1.4	1.4	3.8	5.8	-5.5	-5.7	6.6	-2.0
COc1ccccc1NC(=O)C1=C(C)Nc2ncnn2C1c1ccc(C)o1 (centres undefined)	-0.2	-0.8	6.3	1.2	-2.5	32.9	-1.6	6.3	-8.9
CCN(CC)c1ccc(/C=N/Nc2nc(C)cc(C)n2)c(O)c1	1.2	0.3	2.3	-1.2	23.6	-15.6	-4.7	3.7	-5.5
CCC(C(=O)O)N1C(=O)/C(=C/c2cccn2C)SC1=S (centres undefined)	1.7	1.7	-2.2	-0.8	11.1	18.0	0.8	6.7	3.2
Cc1ccc(C(c2c(C)n(C)n(-c3ccccc3)c2=O)c2c(C)n(C)n(-c3ccccc3)c2=O)s1	-0.7	-1.7	-3.8	0.6	31.9	7.6	-0.6	-3.5	-1.6
COc1ccccc1NS(=O)(=O)c1cccc(C(=O)NN)c1	0.8	0.4	-2.3	-0.9	-6.9	21.5	-0.8	0.8	-6.8
CCc1ccccc1NC(=O)c1cnc2n(c1=O)CCS2	1.4	1.0	-4.2	-0.7	17.2	-50.0	1.2	0.6	0.2
CN(C)c1ccc(C2C3CCCc4ccccc4C3=NN2C)cc1 (centres undefined)	1.2	0.9	-4.1	6.7	10.0	8.6	1.5	2.2	-5.3
NC(=S)Nc1ccc(Cl)cc1Cl	-0.7	-0.3	-0.6	0.5	4.4	-2.4	0.5	-4.1	-8.2
CCSc1nc2c(c(=O)[nH]1)C(c1cccnc1)C(C(=O)OC(C)C)=C(C)N2 (centres undefined)	1.4	-0.5	5.5	-3.2	2.8	2.3	-0.1	11.1	-5.3
CC(C)(C)c1nc2scc(-c3ccc(Cl)cc3)c2c(=O)o1	0.2	0.3	0.5	-3.1	-4.7[5 µM]	-13.6	-1.0	3.4	0.5
CCOC(=O)N1CCC(O)(c2cc(C)c(C)cc2C)CC1	1.8	-0.1	-0.4	-0.1	0.9	33.4	-3.0	4.8	-4.1
CNc1ccc(Br)cc(C(=O)/C=C/c2ccc(OC)cc2OC)c1=O	2.4	0.9	-1.0	1.1	9.9	-15.7	-5.7	4.7	-5.4

Rows were taken by chance; about 6.8% have a hit in one of these screens.
